# Rtt109 Vps75: inhibitors of C. albicans Rtt109/Vps75 HAT, primary screen, biochemical, ThioGlo CoA-SH fluorescence, plate reader; purified Rtt109/Vps75, 4 h; inhibition, % at 34.9 µM; 330,000 compounds, 0.16% hits; Histone acetyltransferase RTT109 (Candida albicans (strain SC5314 / ATCC MYA-2876)), …;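 active = inhibition of at least 50% in every replicate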
# Target sequence (Q5AAJ8 whole entry, looked up): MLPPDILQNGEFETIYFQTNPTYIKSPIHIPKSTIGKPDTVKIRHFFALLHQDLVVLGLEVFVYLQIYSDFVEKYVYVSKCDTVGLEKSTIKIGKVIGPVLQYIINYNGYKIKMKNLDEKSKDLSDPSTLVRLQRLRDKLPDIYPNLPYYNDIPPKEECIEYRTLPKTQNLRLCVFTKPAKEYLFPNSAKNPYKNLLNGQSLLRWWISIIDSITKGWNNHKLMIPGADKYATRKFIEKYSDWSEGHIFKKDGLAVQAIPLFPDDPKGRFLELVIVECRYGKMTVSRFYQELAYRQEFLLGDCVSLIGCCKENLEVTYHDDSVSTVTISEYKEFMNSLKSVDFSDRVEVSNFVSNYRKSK
# Keap1-Nrf2 PPI: Keap1-Nrf2 protein-protein interaction inhibitors, primary screen, biochemical, fluorescence polarization, single point. Kelch-like ECH-associated protein 1 (Homo sapiens), Q14145. 340,000 compounds, 0.15% hits. Keap1 Kelch-Nrf2 peptide fluorescence polarization, 1536-well. inhibition, % at 9.4 µM; in the data active = inhibition above about 12%;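 also: human Keap1 Kelch domain with fluorescein labeled Nrf2 9mer peptide probe; 0% = neutral control wells and 100% = peptide positive control; higher means more block of Keap1 binding to Nrf2 peptide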
# Target sequence (Q14145 whole entry, looked up, the tested form may be a part): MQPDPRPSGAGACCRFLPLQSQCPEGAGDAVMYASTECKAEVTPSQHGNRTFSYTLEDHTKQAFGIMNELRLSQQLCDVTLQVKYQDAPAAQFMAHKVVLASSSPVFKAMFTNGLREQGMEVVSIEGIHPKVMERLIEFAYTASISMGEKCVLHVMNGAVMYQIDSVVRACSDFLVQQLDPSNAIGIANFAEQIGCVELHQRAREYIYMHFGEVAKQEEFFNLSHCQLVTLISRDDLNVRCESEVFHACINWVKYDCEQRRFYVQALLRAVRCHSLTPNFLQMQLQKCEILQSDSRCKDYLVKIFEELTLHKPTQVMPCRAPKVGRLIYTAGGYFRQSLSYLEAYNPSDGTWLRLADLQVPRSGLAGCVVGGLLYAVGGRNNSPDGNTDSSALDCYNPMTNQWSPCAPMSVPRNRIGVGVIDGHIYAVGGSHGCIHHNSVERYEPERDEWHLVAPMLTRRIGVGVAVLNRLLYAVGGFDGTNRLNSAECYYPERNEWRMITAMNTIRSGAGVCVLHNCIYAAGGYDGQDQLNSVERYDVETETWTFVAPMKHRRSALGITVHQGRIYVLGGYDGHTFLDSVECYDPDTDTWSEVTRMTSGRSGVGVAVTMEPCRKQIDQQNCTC
# CDK5 p35 inh: inhibitors of human CDK5/p35 kinase, primary screen, biochemical, single concentration; Cyclin-dependent kinase 5 (Homo sapiens) + Cyclin-dependent kinase 5 activator 1 (Homo …; Recombinant CDK5/p35, ADP-Glo luminescence, 60 min; inhibition, % at 10 µM; 330,000 compounds, 0.01% hits; AID 488839, 2010;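 active = highest replicate inhibition of at least 50% and at least 75% of replicates reaching 50%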;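 also: plate controls were DMSO neutral control for no effect and GW8510 at 10 µM for full effect; many of its hits are not listed in these tables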
# cardiac RTF act: cardiac RTF calcium sensitivity activators, primary screen, biochemical, IANBD-TnC fluorescence, EC20 calcium; Troponin I, cardiac muscle (Homo sapiens) + Troponin T, cardiac muscle (Homo sapiens) + …; IANBD-labeled TnC RTF fluorescence at EC20 calcium; 0% EC20 calcium, 100% full calcium; activation, % at 7.2 µM; 340,000 compounds, 0.24% hits; AID 493008, 2010;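 active = activation above the mean over all tested compounds plus 3 SD, cut at about 30% in these data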;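 also: rise in fluorescence read as greater calcium sensitivity of cardiac thin filaments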
# PfHsp90 yeast 2: growth inhibition of PfHsp90-expressing yeast, primary screen, antimalarial PfHsp90 inhibitor project, S. cerevisiae, BacTiter-Glo luminescence, single point, set 2 | BacTiter-Glo ATP, 48 h; yeast lacking PDR1 and PDR3 efflux regulators | inhibition, % at 9.4 µM | 310,000 compounds, 0.32% hits;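 active = every replicate shows inhibition above about 80%, whatever the replicate mean, limit read from the data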;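 also: 0% = DMSO neutral controls and 100% = 20 µM radicicol positive controls; yeast relying on Plasmodium falciparum Hsp90 in place of its own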
# C-LANA FP: inhibitors of KSHV C-LANA binding to DNA, primary screen, biochemical, fluorescence polarization, FAM-LBS DNA, MBP-C-LANA, single point. AID 504423, 2011. 340,000 compounds, 0.078% hits. Kaposi's sarcoma herpesvirus LANA C-terminal domain (residues 932-1162) DNA binding. inhibition, % at 9 µM;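 active = highest replicate inhibition at or above 60% at 9 µM, even if other replicates fall short; inactive = all replicates below 60% inhibition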;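 also: 0% = neutral control wells and 100% = 4 µM acridine orange control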
# RTF Ca sens inh: cardiac RTF calcium sensitivity inhibitors, primary screen, biochemical, IANBD-TnC fluorescence, EC70 calcium | inhibition, % at 7.15 µM | IANBD-labeled cardiac RTF, Ca2+ fluorescence | Troponin I, cardiac muscle (Homo sapiens) + Troponin T, cardiac muscle (Homo sapiens) + … | 340,000 compounds, 0.12% hits | AID 493244, 2011;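 active = inhibition above the mean inhibition of all tested compounds plus 3 SD, cut at about 17% in these data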;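 also: assay run at fixed EC70 calcium of 1.6 mM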
# PvdQ inh: P. aeruginosa PvdQ acylase inhibitors, primary screen, biochemical, fluorescence, plate reader and imaging, single point; 340,000 compounds, 0.063% hits; AID 488965, 2010; purified PvdQ acylase; PvdQ acylase [Pseudomonas aeruginosa LESB58]; inhibition, % at 10 µM; in the data active = inhibition above about 30%, passing the limit was not always enough;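 also: 0% = vehicle neutral wells and 100% = reference inhibitor wells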
# Mot1-301 SUMO: yeast Mot1-301 growth rescue at high temperature, primary screen, SUMOylation pathway inhibitor project, S. cerevisiae, ATP luminescence, 38.5C. S. cerevisiae Mot1-301 growth rescue; percent above DMSO median, 100 means doubled. growth rescue, % at 18.8 µM. 320,000 compounds, 1% hits. AID 2716, 2010;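 active = every valid replicate shows activation above 250% relative to neutral control wells; inactive = the rest, any valid replicate at or below 250%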;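 also: OY570 slx delta 5 strain wells were the positive control but not used for scaling; some compounds called inactive have numbers as strong as hits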
# NSD2 inh: NSD2 histone methyltransferase inhibitors, primary screen, biochemical, AlphaScreen, single concentration, set 2; Histone-lysine N-methyltransferase NSD2 (Homo sapiens), O96028; NSD2 peptide methylation, 120 min; inhibition, % at 12.5 µM; 310,000 compounds, 0.54% hits; in the data active = inhibition above about 50%
# dFosB act: activators of delta FosB homodimer, primary screen, biochemical, fluorescence polarization, TAMRA-CDK5 oligo, single point. activation, % at 25 µM. purified delta FosB; percent of positive-control signal above neutral wells. AID 493131, 2011. Protein FosB (Mus musculus), P13346. 340,000 compounds, 0.99% hits;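 active = mean activation above about 17%, with every replicate also reaching it, limit read from the data, passing the limit was not always enough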;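 also: fluorescence polarization rise as delta FosB binds a TAMRA Cdk5 AP-1 oligo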
# Starred values were filed as active, the others as inactive; nt = no result given.
SMILES,Rtt109 Vps75,Keap1-Nrf2 PPI,CDK5 p35 inh,cardiac RTF act,PfHsp90 yeast 2,C-LANA FP,RTF Ca sens inh,PvdQ inh,Mot1-301 SUMO,NSD2 inh,dFosB act
Cc1c(NC(=O)CN2C(=O)NC(C)(c3ccc4c(c3)OCCO4)C2=O)c(=O)n(-c2ccccc2)n1C (stereo not given),-15,-2,0.6,3,-3,1.3,-2,-8,-1,-1,-4
CC(=O)N1c2c(cc(Br)cc2S(=O)(=O)NCc2ccccc2)CC1C (stereo not given),-17,-1,-1.4,0,-61,-0.2,-12,-7,-30,-3,-3
COCCCNC(=O)/C=C/c1c(Cl)cccc1Cl,-7,-1,0.0,5,-32,1.4,-7,-9,-8,0,-2
Cc1nn(-c2ccccc2)c(N)c1-c1ccccc1,0,-2,0.5,-2,nt,-0.7,-3,8,nt,6,-6
O=CNCc1nc2ccccc2n1CCc1ccccc1,0,3,0.3,4,5,0.0,-11,-13,64,-4,0
Cc1ccc(-c2cc(C(F)F)n3ncc(C(=O)N4CCc5ccccc54)c3n2)cc1,3,-2,-0.9,-5,-7,1.0,2,2,9,-5,-7
CC(C)(COC(=O)Nc1ccccc1)COC(=O)Nc1ccccc1,0,1,0.4,-4,-8,0.8,-1,3,-6,-2,-7
COc1ccc(C(=O)OCC(=O)NCc2ccc3c(c2)OCO3)cc1S(=O)(=O)N1CCOCC1,4,-5,-1.8,-3,nt,0.0,8,-13,-5,1,-7
O=C(OCC(=O)N1CCCc2ccccc21)c1cccnc1Cl,-8,-1,0.7,-1,4,0.3,-5,-13,-4,-1,0
Cc1cc(C(=O)NNC(=O)CCCCC(=O)NNC(=O)c2cc(C)[nH]n2)n[nH]1,8,1,0.2,-1,3,-0.4,4,-3,-15,-2,1
NC(=O)CC(NC(=O)Cc1cccc2ccccc12)c1ccc(NC2CC3CCC2C3)c([N+](=O)[O-])c1 (stereo not given),11,-4,1.3,-11,4,-0.6,-2,8,-31,nt,-6
Cc1ccc(S(=O)(=O)N2CCN(C(=O)COC(=O)c3cccc(Cl)c3)CC2)c(C)c1,9,-1,0.3,1,-20,-0.1,-8,-11,-10,-2,-6
O=C(O)COc1ccc(/C=C/c2nc3ccc([N+](=O)[O-])cc3s2)cc1,13,0,1.3,-1,-4,14,9,4,-21,2,-5
CCC(C)[C@H](NC(=O)NCc1ccccc1Cl)C(=O)O (stereo not given in full),-11,1,1.6,-1,nt,1.8,-2,-7,-14,-2,-3
O=C(CCC(=O)OCCCC(F)(F)C(F)(F)F)Nc1ccccc1,6,2,-0.6,-2,1,-0.3,-4,-5,1,-1,4
Cc1c(C(=O)OCC(=O)Nc2c(C)n(C)n(-c3ccccc3)c2=O)cccc1[N+](=O)[O-],4,-2,4.3,5,-10,1.0,-5,-6,246,-1,-5
Cc1cccc(Cn2c(O)c(N=NC(=S)Nc3ccccc3F)c3ccccc32)c1,-25,-2,-0.1,2,-15,1.2,-8,-9,nt,1,-11
Cc1ccc(C(=O)NN2C(=O)C3C4C=CC(C4)[C@@H]3C2=O)cc1 (stereo not given in full),-4,-1,0.7,10,6,-0.7,-1,-22,5,5,1
COc1ccc(-c2nc(-c3ccccc3)nc(Cl)c2C#N)cc1,-4,-4,7.6,0,nt,-0.6,-2,3,2,4,3
Cc1cc(NS(=O)(=O)c2ccc(NC(=O)c3ccoc3C)cc2)nc(C)n1,-6,-5,-0.2,2,-9,-0.4,-6,5,nt,7,7
O=C(CS(=O)(=O)Cc1ccccc1)N1CCN(c2cccc(C(F)(F)F)c2)CC1,-6,-2,-1.5,-1,nt,-0.9,-11,-1,6,-7,-14
CC(=O)OC(C(=O)NCCN1CCOCC1)c1c(F)cccc1F (stereo not given),8,0,-0.2,-7,3,-0.5,-1,8,10,-4,-3
O=C(Cc1ncc(C(F)(F)F)cc1Cl)Nc1cccc(Br)c1,2,-2,-0.7,-1,-10,-1.1,-3,5,-8,-3,-7
CNc1nc(C)c(C(=O)OCc2ccccc2)s1,3,0,0.0,1,nt,0.4,-3,-2,-7,-3,1
CCc1ccc(NC(=O)C(=O)NCC(O)c2ccccc2)cc1 (stereo not given),-6,-2,-1.0,-3,4,1.8,-4,-7,3,-3,7
# Later entries
SMILES,Rtt109 Vps75,Keap1-Nrf2 PPI,CDK5 p35 inh,cardiac RTF act,PfHsp90 yeast 2,C-LANA FP,RTF Ca sens inh,PvdQ inh,Mot1-301 SUMO,NSD2 inh,dFosB act
CC(=O)c1ccc(OCc2cc(C(=O)NCC3CCCCO3)no2)cc1 (stereo not given),12,3,1.6,1,-16,-0.7,-3,-3,-4,2,-6
Cc1cc(NC(=O)c2c(Br)c(C)nn2C)no1,-13,-5,0.8,-4,-32,-0.8,0,-11,15,-3,-1
Cc1ccc(OC(F)F)c(NC(=O)Nc2cccc(C(F)(F)F)c2)c1,-2,-1,2.0,2,-15,0.1,-2,-12,50,29,1
CC(OC(=O)C1CC(=O)N(Cc2ccccc2)C1)C(=O)Nc1cccc(C#N)c1 (stereo not given),-9,-6,2.8,-1,-16,0.0,-12,-22,1,-1,-6
COc1ccc(C/C(N)=N/OC(=O)c2cccc([N+](=O)[O-])c2)cc1,-2,1,0.0,-12,-5,0.4,-12,0,16,2,-4
NS(=O)(=O)c1ccc(NC(=O)CSc2n[nH]c(=O)n2Cc2ccccc2)cc1,-3,-1,-0.2,-2,-29,-1.4,-5,-10,-12,nt,2
O=C(O)Cn1c(-c2ccccn2)nc2ccccc21,-1,-7,-0.9,11,58,0.2,-14,-22,-6,-2,1
O=c1[nH]c(Cc2ccccc2)nc2c1oc1ccccc12,4,0,1.0,-1,36,0.2,-1,-8,70,-2,-5
COc1cc(CCCN2CCNC[C@@H]2C(C)O)cc(OC)c1OC (stereo not given in full),-2,-7,1.8,4,0,-0.2,0,-7,-4,nt,-9
CCN(CC)CCNC(=O)c1cc2c(s1)-c1ccccc1SC2,2,-4,0.6,8,-3,nt,-7,7,0,27,3
Nc1ccccc1S(N)(=O)=O,-8,-7,-1.1,-6,-7,0.1,10,-10,0,nt,1
O=C(C[C@H]1C/C=C\C[C@H](NC(=O)OCC2c3ccccc3-c3ccccc32)C(=O)OC[C@@H]2CCCN2C1=O)N[C@H](CO)Cc1ccccc1,5,-4,-1.2,-3,11,1.4,-7,0,-4,nt,0
COC(=O)NNC(=O)COc1ccccc1C,-13,-4,0.6,6,2,0.4,-7,-7,4,-3,-6
CCOc1ccc(S(=O)(=O)N2CCC(C(=O)NCc3ccccn3)CC2)cc1C,4,5,-0.8,-4,-7,1.7,4,-14,59,-4,-8
O=C(CC12CC3CC(CC(C3)C1)C2)N1CCCOC1,nt,-3,-0.2,1,nt,-0.6,-10,-14,-2,-3,3
O=C(O)c1cccc(NC(=O)c2cn(-c3ccccc3)nc2-c2cccc(Br)c2)c1,7,-3,1.1,-1,-4,2.4,-1,-19,-5,4,-20
N/C(Cc1ccccc1)=N\OC(=O)c1cccc2ccccc12,1,1,-0.6,-1,-8,-0.7,-8,-6,6,-3,-17
O=C(O)CCCCCCCCCCP(=O)(c1ccccc1)c1ccccc1,-3,3,-0.3,4,0,0.2,4,-8,-12,-2,1
COc1ccccc1Cn1c(=O)c2ccccc2n2c(Sc3ncnc4sccc34)nnc12,-4,-3,2.8,0,0,-1.9,-8,-14,110,3,2

# An excerpt from above in order of formula weight, high to low.
SMILES,Rtt109 Vps75,Keap1-Nrf2 PPI,CDK5 p35 inh,cardiac RTF act,PfHsp90 yeast 2,C-LANA FP,RTF Ca sens inh,PvdQ inh,Mot1-301 SUMO,NSD2 inh,dFosB act
COc1ccccc1Cn1c(=O)c2ccccc2n2c(Sc3ncnc4sccc34)nnc12,-4,-3,2.8,0,0,-1.9,-8,-14,110,3,2
O=C(O)CCCCCCCCCCP(=O)(c1ccccc1)c1ccccc1,-3,3,-0.3,4,0,0.2,4,-8,-12,-2,1
O=c1[nH]c(Cc2ccccc2)nc2c1oc1ccccc12,4,0,1.0,-1,36,0.2,-1,-8,70,-2,-5
O=C(CC12CC3CC(CC(C3)C1)C2)N1CCCOC1,nt,-3,-0.2,1,nt,-0.6,-10,-14,-2,-3,3
COC(=O)NNC(=O)COc1ccccc1C,-13,-4,0.6,6,2,0.4,-7,-7,4,-3,-6
